PI4K2A block: blocks human PI4K2A kinase activity; Q9BTU6; purified PI4K2A, ADP-Glo luminescence, 1 h; hits give low values; activity change, negative = inhibition, % at 76.9 µM; 420,000 tested, 0.13% active; in the data active = activity change below about -50%; inconclusive = mostly about -30% to -49%;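 note: -100% = wells without enzyme as full effect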
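Compounds are screened against recombinant PI4K2A using PI as substrate and ATP, the latter dispensed at 300 microM. Reactions run one hour at ambient temperature before ADP-Glo detection; full inhibition defined by wells lacking enzyme.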
TrxR1 substrate: substrates of rat thioredoxin reductase 1 | purified TrxR1 substrate turnover, NADPH consumption readout | Potency, µM (titrated, usually from 114 µM), without a hit: at the highest dose activity change, negative = substrate turnover | 390,000 tested, 0.01% active | AID 588456; note: potency is the fitted concentration of half-maximal effect; % is set by controls: 0 for no effect and ±100 for the full control effect; nearly all actives have a fitted effect of over 50% in size
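Rat TrxR1, dispensed at 90 nM, was prereduced with 400 uM NADPH (final) for 5 min at ~22 deg C, then incubated with compound 15 min before 400 uM selenite. A first-read NADPH fluorescence drop versus no-compound background flagged substrates.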
GRP78 ERSR act: inducers of ER stress response in human glioma cells | U87-MG GRP78 promoter luciferase reporter, 16 h | Potency, µM, for the others: at the highest dose activation, usual class: activators | 420,000 tested, 0.02% active | AID 602332; note: potency is the fitted concentration of half-maximal effect; series mostly up to about 76 µM; % of control where 0% means no effect; nearly all actives have a fitted effect of over 35% in size
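ERSR induction read as luciferase luminescence (Bright-Glo, 10 min at room temperature) in stably transfected human U87-MG glioma cells exposed to compounds for 16 h, using GRP78 as sensor.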
USP1 inh: inhibitors of human USP1/UAF1 deubiquitinase. O94782. recombinant USP1/UAF1, Ub-Rhodamine cleavage fluorescence. Potency, µM (doses to about 57.1 µM), for inactives: at the highest dose activity change, negative = inhibition, most hits filed as inhibitors. 390,000 tested, 0.23% active; note: potency is the fitted concentration of half-maximal effect; % is set by controls: 0 for no effect and ±100 for the full control effect; nearly all actives have a fitted effect of over 60% in size; inactives centre near -12
Target sequence (O94782 whole entry, looked up): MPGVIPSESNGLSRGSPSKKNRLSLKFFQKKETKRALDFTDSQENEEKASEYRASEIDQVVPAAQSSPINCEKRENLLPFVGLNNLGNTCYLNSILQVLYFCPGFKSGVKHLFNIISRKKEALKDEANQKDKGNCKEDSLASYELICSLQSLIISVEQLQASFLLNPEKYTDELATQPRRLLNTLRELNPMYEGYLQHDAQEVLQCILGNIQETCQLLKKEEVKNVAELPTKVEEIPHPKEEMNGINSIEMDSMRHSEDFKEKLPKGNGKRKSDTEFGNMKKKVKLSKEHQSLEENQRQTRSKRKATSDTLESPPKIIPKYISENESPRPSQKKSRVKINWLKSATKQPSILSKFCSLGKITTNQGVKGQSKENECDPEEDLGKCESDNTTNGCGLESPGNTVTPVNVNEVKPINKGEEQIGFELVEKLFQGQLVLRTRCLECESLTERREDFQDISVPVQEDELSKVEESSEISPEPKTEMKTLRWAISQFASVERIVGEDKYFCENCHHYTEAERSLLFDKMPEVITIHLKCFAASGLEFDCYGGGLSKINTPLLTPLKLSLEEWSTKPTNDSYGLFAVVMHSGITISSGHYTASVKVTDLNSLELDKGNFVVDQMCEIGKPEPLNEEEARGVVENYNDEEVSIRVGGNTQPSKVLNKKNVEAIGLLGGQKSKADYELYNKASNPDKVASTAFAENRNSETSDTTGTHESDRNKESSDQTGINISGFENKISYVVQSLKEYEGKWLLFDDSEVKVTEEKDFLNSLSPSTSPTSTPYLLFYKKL
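USP1/UAF1 complex at 1 nM was preincubated with compound for 15 min at room temperature, then Ub-Rho substrate (150nM final) was added. Fluorescence (480/540 nm) was read kinetically, 6 reads every 60 seconds.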
Vif-A3G inh: inhibitors of Vif-APOBEC3G interaction | Potency, µM (highest dose often 46.1 µM), for inactives: at the highest dose activity, negative = active, hits mostly inhibitors | HeLa A3G-eYFP + Vif (tagged APOBEC3G with the HIV-1 protein that degrades it), YFP fluorescence, overnight | 410,000 tested, 0.076% active;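 note: potency is the fitted concentration of half-maximal effect; % is set by controls: 0 for no effect and ±100 for the full control effect; nearly all actives have a fitted effect of over 60% in size; hits raise eYFP signal because A3G escapes Vif-driven loss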
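HeLa cells stably expressing Vif and C-terminally eYFP-tagged A3G, seeded overnight at 37 deg C, then exposed to compound by pintool overnight at 37 deg C. Rise in yellow fluorescence (Ex 488/Em 500-530, Acumen) marks blocked Vif-driven A3G degradation.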
RXFP1 ag: activates the human relaxin receptor RXFP1 | HEK293T-RXFP1 cAMP TR-FRET, 30 min; response scale: percent of porcine relaxin response, buffer zero | Q9HBX9 | Potency, µM (titrated, usually from 57.5 µM), without a hit: at the highest dose activation, most hits filed as activators | 370,000 tested, 0.3% active; note: potency is the fitted concentration of half-maximal effect; % is set by controls: 0 for no effect and ±100 for the full control effect; nearly all actives have a fitted effect of over 60% in size; many of its hits are not listed in these tables
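Agonist response is measured as cAMP accumulation in an RXFP1-transfected HEK293T line under PDE4 inhibition. Values are scaled between buffer-only and 29 nM porcine relaxin, and EC50s come from standard Hill equation fits.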
mIDH1 inhibitor: human IDH1 R132H inhibition | IDH1-R132H enzyme, NADPH consumption, diaphorase/resazurin fluorescence | AID 602179 | Potency, µM (highest dose often 76.6 µM), for the others: at the top dose activity change, negative = inhibition, most hits filed as inhibitors | 390,000 tested, 0.093% active | O75874; note: potency is the fitted concentration of half-maximal effect; % is set by controls: 0 for no effect and ±100 for the full control effect; nearly all actives have a fitted effect of over 65% in size
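IDH1-R132H (0.5 ug/mL) preincubated 30 min with compound, then NADPH (0.016 mM) and alpha-KG (2 mM) added; 80 min at RT, pH 7.5. Remaining NADPH coupled via diaphorase/resazurin to fluorescence (540/590 nm); concentration-response curves normalized to no-enzyme control.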
Vif-APOBEC3F blk: blocks the Vif interaction with APOBEC3F. HeLa A3F-eYFP + Vif (tagged APOBEC3F with the HIV-1 protein that degrades it), YFP fluorescence increase. Potency, µM (doses to about 46.1 µM), inactives show at the top dose activity, negative = active. 390,000 tested, 0.2% active; note: potency is the fitted concentration of half-maximal effect; % of control where 0% means no effect; nearly all actives have a fitted effect of over 65% in size
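HeLa cells stably expressing A3F-eYFP plus Vif, plated and incubated overnight at 37 deg C, then exposed to compounds overnight at 37 deg C. Blocked degradation read as raised yellow fluorescence (Ex 488/Em 500-530).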
LDHA block: LDHA (human) enzyme inhibition | purified LDHA, NADH/diaphorase-resazurin fluorescence; hits give low values | P00338 | activity change, % (values are at about 110 or 230 µM) | 480,000 tested, 0.15% active | AID 1347041; in the data active = activity change below about -30%; inconclusive = mostly about -25% to -30%;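 note: plate controls were DMSO wells for no effect and wells without enzyme for full effect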
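Human LDH5 (2 nM) was incubated with 0.06 mM NADH and 0.2 mM pyruvate for 5 min at room temperature in Tris pH 7.4. Remaining NADH was coupled through diaphorase/resazurin, and resorufin fluorescence was read at 0 and 20 min.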
* = called active by the depositor; ? = inconclusive; · = no result given; & = joins results of further samples; [ ] = dose if it differs, or a comment. Unless noted, calls come from the whole dose curve; as a rule, active = well fitted curve in the direction sought with a large enough effect; inconclusive = small, poorly fitted or top-dose-only effect, or another doubt; inactive = no such curve, though single readings can be large; an effect the other way counts as inactive or inconclusive. Only part of the results is shown. The share of hits here may be higher or lower than overall.

No.	structure	PI4K2A block	TrxR1 substrate	GRP78 ERSR act	USP1 inh	Vif-A3G inh
1	CC(Oc1ccccc1Cl)c1nnc(N)s1 (stereo not drawn)	0	-4%	-8%	?	0%
2	Cn1c(Cn2nnc3ccccc32)nnc1SCC(=O)Nc1nccs1	4	0%	5%	-3%	1%
3	C=CCOC(=O)C1=C(C)NC(=O)NC1c1ccc(O)cc1 (stereo not drawn)	2	9%	-2%	-19%	1%
4	COc1ccc(S(=O)(=O)N(C)c2ccc(C(=O)N3CCCC3)cc2)cc1OC	-9	8%	-5%	-6%	0%
5	CCOC(=O)CN1C(C(=O)c2ccccc2)=C(OC(=O)C(C)(C)C)c2ccccc2S1(=O)=O	8	0%	·	11%	·
6	CC1CCC(C(C)C)C(OC(=O)COC(=O)c2cccn2C)C1 (stereo not drawn)	2	5%	-2%	-19%	0%
7	O=C(Cn1nnc2ccccc21)OCC(=O)c1ccc(Cl)c(Cl)c1	1	1%	-3%	-12%	0%
8	CCOC(=O)N1CCN(C(=O)CN(c2cccc(C(F)(F)F)c2)S(=O)(=O)c2ccccc2)CC1	-1	5%	2%	?	1%

No.	RXFP1 ag	mIDH1 inhibitor	Vif-APOBEC3F blk	LDHA block
1	0.2%	4%	3%	-3
2	0.6%	6%	5%	-12
3	2.6%	9%	0%	2
4	-2.3%	0%	-1%	-3
5	-0.2%	·	·	-1
6	-0.7%	6%	0%	6
7	1.5%	3%	-3%	-2
8	0.7%	5%	1%	-1

The final two records of the part above open the next one.
No.	structure	PI4K2A block	TrxR1 substrate	GRP78 ERSR act	USP1 inh	Vif-A3G inh
7	O=C(Cn1nnc2ccccc21)OCC(=O)c1ccc(Cl)c(Cl)c1	1	1%	-3%	-12%	0%
8	CCOC(=O)N1CCN(C(=O)CN(c2cccc(C(F)(F)F)c2)S(=O)(=O)c2ccccc2)CC1	-1	5%	2%	?	1%
9	CCOC(=O)C1(CCc2ccccc2)CCN(Cc2nccn2CC)CC1	2	-24%[57.1 µM]	-2%	3%	2%
10	Cc1ccc(C(=O)Nc2ccccc2C(=O)NCc2ccco2)cc1	0	1%[11.4 µM]	-3%	-7%	-7%
11	COc1ccc(C(O)(C(C)C)C(CN2CCOCC2)c2ccccc2)cc1 (stereo not drawn)	-14	3%	-7%	-14%	-3%
12	CS(=O)(=O)c1ccc(C(=O)OCc2nnc(-c3ccc(Cl)cc3)o2)cc1[N+](=O)[O-]	4	8%[57.1 µM]	?	-5%	-27%
13	CC1(C)Cc2c(cnn2-c2ccc(F)cc2)C(NC(=O)c2cnccn2)C1 (stereo not drawn)	6	-8%	-3%	-14%	-3%
14	O=C(C1=C[C@H](c2ccc3c(c2)OCO3)C[C@H](OCc2ccc(CO)cc2)O1)N1CCOCC1	5	2%	-2%	-3%	0%
15	Cc1ccnc(NC2OC(=O)c3ccccc32)c1 (stereo not drawn)	-3	14%[57.1 µM]	-3%	-21%	-4%
16	CCOC(=O)Cn1c(=O)oc2cc(S(=O)(=O)NCCCc3ccccc3)ccc21	1	5%	-13%	-13%	-3%

No.	RXFP1 ag	mIDH1 inhibitor	Vif-APOBEC3F blk	LDHA block
7	1.5%	3%	-3%	-2
8	0.7%	5%	1%	-1
9	-2.3%	2%	?	0
10	·	7%	7%	-3
11	0.1%	13%	0%	-1
12	3.5%	-16%	-3%	-7
13	·	3%	4%	-2
14	0.1%	0%	4%	0
15	-0.8%	2%	-7%	-4
16	0.0%	-5%	2%	-2

From compound 9 to 10, as listed above:
No.	structure	PI4K2A block	TrxR1 substrate	GRP78 ERSR act	USP1 inh	Vif-A3G inh
9	CCOC(=O)C1(CCc2ccccc2)CCN(Cc2nccn2CC)CC1	2	-24%[57.1 µM]	-2%	3%	2%
10	Cc1ccc(C(=O)Nc2ccccc2C(=O)NCc2ccco2)cc1	0	1%[11.4 µM]	-3%	-7%	-7%

No.	RXFP1 ag	mIDH1 inhibitor	Vif-APOBEC3F blk	LDHA block
9	-2.3%	2%	?	0
10	·	7%	7%	-3

Carrying on:
No.	structure	PI4K2A block	TrxR1 substrate	GRP78 ERSR act	USP1 inh	Vif-A3G inh
17	CCOc1ccccc1-c1noc(CSc2nnc(-c3ccccc3)n2-c2cccc(C)c2)n1	1	-1%	-2%	-22%	3%
18	COC(=O)C1=C(C)NC(C)=C(C(=O)OC)C1C(=O)OCc1nnc(-c2ccccc2)o1	0	11%	-3%	-22%	-2%
19	O=C(c1ccco1)N1CCN(C(=O)C(c2ccccc2)c2ccccc2)CC1	-1	7%[57.1 µM]	-1%	-13%	0%
20	O=C(COC(=O)CN1C(=O)C2CCCCC2C1=O)Nc1cc(S(=O)(=O)N2CCOCC2)ccc1Cl (stereo not drawn)	0	-16%	-2%	-6%	0%
21	COc1ccccc1CN1CC(C(=O)NCc2cc(C)on2)CCC1=O (stereo not drawn)	-2	-3%	-2%	-21%	1%
22	CCOC(=O)C(Cc1c[nH]c2ccccc12)NC(=O)c1ccco1 (stereo not drawn)	-7	-8%[57.1 µM]	-5%	-15%	-8%
23	Nc1nnc(SCC(=O)NCCNC(=O)CSc2nnc(N)s2)s1	0	-3%	1%	-9%	-1%
24	CCCOc1ccc(C2C(C(=O)OC)=C(C)N=C3SCCC(=O)N32)cc1OCC (stereo not drawn)	-10	-9%	-5%	-1%	-3%

No.	RXFP1 ag	mIDH1 inhibitor	Vif-APOBEC3F blk	LDHA block
17	4.9%	-6%	-3%	-2
18	0.1%	4%	-7%	-11
19	1.6%	-1%	5%	-3
20	-0.8%	1%	6%	-10
21	-0.1%	2%	-7%	-1
22	2.9%	10%	-3%	1
23	-1.0%	-5%	-6%	0
24	1.0%	-1%	·	-2

More compounds
No.	structure	PI4K2A block	TrxR1 substrate	GRP78 ERSR act	USP1 inh	Vif-A3G inh
25	CC1CCN(C(=S)NC(=O)c2ccc(C(C)(C)C)cc2)CC1	-3	1%	0%	-25%	2%
26	CCn1c2ccccc2c2cc(/C=C3/C=Cc4ccccc43)ccc21	·	-7%	0%	·	-23%
27	Cc1cc(C(=O)N/N=C/c2cccc([N+](=O)[O-])c2O)n[nH]1	-1	-14%	0%	-18%	0%
28	CCC(=O)N1CCC(c2ccc(OC)cc2)=N1	-1	2%	10%	-20%	0%
29	CC(=O)c1ccc(NC(=O)C(C)n2nc(-c3ccccc3)c3cc(Cl)ccc32)cc1 (stereo not drawn)	4	-1%	-5%	?	-6%
30	CN(C)/C=N/c1sccc1C(N)=O	4	-9%	-3%	-1%	0%
31	Cc1ccc(C(=O)NC2CCCCCCC2)c(Cl)c1	3	-6%[2.29 µM]	-10%	-8%	-4%
32	CCOC(=O)N1CCN(C(=O)Cc2ccc(C)cc2)CC1	2	8%	-1%	-1%	1%

No.	RXFP1 ag	mIDH1 inhibitor	Vif-APOBEC3F blk	LDHA block
25	0.7%	3%	-2%	-1
26	·	·	·	-55*
27	-0.7%	2%	1%	2
28	-0.1%	-15%	-3%	-3
29	1.8%	10%	-3%	1
30	-0.4%	-3%	-4%	-2
31	-3.1%	8%	-8%	-2
32	0.4%	-3%	-1%	-15

More records:
No.	structure	PI4K2A block	TrxR1 substrate	GRP78 ERSR act	USP1 inh	Vif-A3G inh
33	Cc1cccc(N2CCN(S(=O)(=O)c3ccc4c(c3)NC(=O)C(C)S4)CC2)c1C (stereo not drawn)	-2	7%[57.1 µM]	-4%	-11%	1%
34	Cc1ccc(S(=O)(=O)N2CCOCC2)cc1C(=O)OCC(=O)c1ccc[nH]1	1	1%	1%	-17%	-6%
35	COCCNC(=O)C(OC(=O)CC1Sc2ccccc2NC1=O)c1ccccc1 (stereo not drawn)	-3	10%[57.1 µM]	3%	-6%	-1%
36	CCCc1c(C(=O)N/N=C/c2ccc(C)o2)nnn1-c1nonc1N	-3	·	0%	0%	-2%
37	Cc1ccc(C(=O)Nc2ccc(Cc3ccncc3)cc2)cc1[N+](=O)[O-]	4	-14%	0%	-12%	3%
38	CC(C)C[C@@H](CO)N1CCN(CC(C)C)CCC1=O	3	-5%[57.1 µM]	-2%&-2%&-5%	-7%	2%&-4%&1%
39	COC(=O)c1ccc(COC(=O)c2ccc(C)c(S(=O)(=O)N3CCCCC3)c2)cc1	-1	-13%[57.1 µM]	7%	-5%	0%
40	C=CCOn1c(=O)c(-c2cccs2)[n+]([O-])c2ccccc21	7	1%	5%	-12%	0%
41	Nc1ccc(N2CCOCC2)c(S(=O)(=O)Nc2ccccc2Cl)c1	-3	-3%	-5%	-9%	-8%

No.	RXFP1 ag	mIDH1 inhibitor	Vif-APOBEC3F blk	LDHA block
33	2.3%	-2%	-10%	-1
34	1.6%	-6%	0%	0
35	-0.5%	0%	2%	-1
36	·	7%	-2%	-5
37	1.7%	6%	-1%	0
38	0.8%	-7%	3%	0
39	0.2%	-8%	1%	-6
40	-0.2%	0%	-21%	10
41	·	-8%	9%	-1

Screens from PubChem BioAssay.
